MITF primary: MITF inhibitors, primary screen, biochemical, AlphaScreen, human; AlphaScreen MITF homodimerization, bead proximity signal; inhibition, % at 2.6 µM; actives 0.91% (n = 650,000); in the data active means inhibition above about 50%;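 further: 0% = vehicle wells with protein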
Target sequence (O75030 whole entry, looked up): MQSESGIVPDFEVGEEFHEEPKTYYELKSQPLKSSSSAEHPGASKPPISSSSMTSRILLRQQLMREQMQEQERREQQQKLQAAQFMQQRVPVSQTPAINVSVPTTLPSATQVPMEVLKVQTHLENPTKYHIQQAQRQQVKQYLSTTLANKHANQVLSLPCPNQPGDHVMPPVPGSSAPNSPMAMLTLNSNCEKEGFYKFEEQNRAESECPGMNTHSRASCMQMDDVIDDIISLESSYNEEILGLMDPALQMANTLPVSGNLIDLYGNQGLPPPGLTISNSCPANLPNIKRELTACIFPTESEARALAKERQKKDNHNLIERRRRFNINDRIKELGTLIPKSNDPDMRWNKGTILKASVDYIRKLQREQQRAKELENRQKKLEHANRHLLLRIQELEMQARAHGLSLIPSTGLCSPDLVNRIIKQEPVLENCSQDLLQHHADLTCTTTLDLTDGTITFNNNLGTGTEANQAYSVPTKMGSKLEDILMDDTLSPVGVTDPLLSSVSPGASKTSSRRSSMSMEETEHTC
GPR151 activ: activators of human GPR151, primary screen, cell-based, PathHunter beta-arrestin, luminescence; G-protein coupled receptor 151 (Homo sapiens), Q8TDV0; PathHunter beta-arrestin GPR151 cells; actives 1% (n = 650,000); activation, % at 11.2 µM; in the data active means activation above about 4.9%;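 further: 0% = median of compound wells and 100% = cells with positive control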
Target sequence (Q8TDV0 whole entry, looked up): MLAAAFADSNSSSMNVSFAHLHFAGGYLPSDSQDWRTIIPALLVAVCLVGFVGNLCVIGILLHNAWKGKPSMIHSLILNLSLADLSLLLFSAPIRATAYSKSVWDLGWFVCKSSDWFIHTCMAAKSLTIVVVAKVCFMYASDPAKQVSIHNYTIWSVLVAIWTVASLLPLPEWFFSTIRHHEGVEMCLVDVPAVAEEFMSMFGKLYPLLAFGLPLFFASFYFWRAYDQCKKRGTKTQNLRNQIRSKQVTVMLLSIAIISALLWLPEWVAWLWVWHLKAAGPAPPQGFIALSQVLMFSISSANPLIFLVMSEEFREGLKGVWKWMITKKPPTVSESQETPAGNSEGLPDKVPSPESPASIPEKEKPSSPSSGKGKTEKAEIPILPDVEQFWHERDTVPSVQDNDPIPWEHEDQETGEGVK
FBW7 act: FBW7 E3 ligase activators, primary screen, biochemical, AlphaScreen, human | F-box/WD repeat-containing protein 7 (Homo sapiens), Q969H0 | AlphaScreen FBW7–phospho-cyclin E peptide binding, activator screen | normalized activity (activation), % at 26.1 µM | actives 0.13% (n = 650,000); in the data active means normalized activity above about 1.9%;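 further: purified mutant Fbw7 with reduced substrate affinity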
TEAD-YAP block: TEAD-YAP interaction inhibition, primary screen, TEAD-YAP interaction inhibitor project, luminescence, HEK-TIYL cells. TEAD-Gal4/YAP UAS-luciferase luminescence. inhibition, % at 9.12 µM. actives 1.4% (n = 640,000). AID 1259422, 2018; in the data active means inhibition above about 32%;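 further: 0% = median of test compound wells and 100% = reference inhibitor wells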
Numbers without * were called inactive. Hits appear at their usual frequency, and some 3.4% of all compounds hit somewhere here.

molecule,MITF primary,GPR151 activ,FBW7 act,TEAD-YAP block
O=c1c(Cl)c(NCCN2CCOCC2)cnn1C12CC3CC(CC(C3)C1)C2,14,-0.8,-0.2,-7
Clc1ccc(Nc2ncn(-c3ccnc(Nc4ccc(N5CCOCC5)cc4)c3)n2)cc1,2,0.5,-0.2,18
Cc1ccn2c(NC(C)(C)C)c(C)nc2c1,0,-0.1,-0.1,0
CCN(CC)S(=O)(=O)c1ccc(N2CCN(c3ccc(C(F)(F)F)cn3)CC2)nc1,-3,-1.2,0.1,3
NNC(=O)/C(=C\c1ccc(Br)cc1)NC(=O)c1ccc(Br)o1,4,-1.2,-0.1,-7
COc1ccc(CCNc2cc(C)nc(Nc3ccc4ncccc4c3)n2)cc1,7,7.0*,-0.1,47*
CC(C)N(CCNc1nc(Nc2cccc(N(C)C)c2)nc2c1ncn2CCN1CCCC1=O)C(C)C,1,0.0,-0.1,10
Cc1c2nc3ccccc3c-2c2c(n1O)CC(C)(C)C/C2=N\O,16,-0.5,-0.3,9
CCNC(=O)[C@@H]1C[C@@H](NC2CCN(C)CC2)CN1Cc1ccc2ccccc2c1,-4,0.0,0.0,0
Cc1cc(NC(=O)C2CCCCC2)ncc1NC(=O)c1cnccn1,1,-0.8,-0.1,-14
CCC(C)NC(=O)c1sc2ncn(Cc3cccc(F)c3)c(=O)c2c1C (stereo unspecified),-2,1.0,-0.1,1
CSc1ccc(/C=C/C(=O)NNC(=O)CN2CCCc3ccccc32)cc1,-8,-1.0,-0.1,-5
O=C(c1nn2c(C(F)(F)F)c3c(nc2c1Cl)-c1ccccc1CC3)N1CCOCC1,7,3.2,-0.1,9
CCOC(=O)c1c(NC(=O)CSc2nnc(CNC(=O)c3ccc(C)c(C)c3)n2-c2ccc(OCC)cc2)sc2c1CCC2,-10,-0.1,0.0,7
CCOC(=O)c1c(C)oc2c1cc(NS(=O)(=O)c1ccccc1)c1ccccc12,2,1.3,0.6,-2
COc1ccc(/C(O)=C2\C(=O)C(=O)NC2c2ccccc2)cc1 (stereo unspecified),5,0.3,-0.3,-27
COC(=O)c1ccc(C(=O)OC)c(NC(=O)c2ccccc2Br)c1,-11,2.0,-0.1,14
COC(=O)c1ccc(CSc2nnc(-c3ccc(OC)cc3)o2)cc1,-18,0.1,0.1,4
N#CCCCN1C(=O)C(O)(CC(=O)c2ccc(Cl)s2)c2ccccc21 (stereo unspecified),14,-1.0,0.7,4
Cc1ccc(CN2CCN(C(C)C)C(CCO)C2)o1 (stereo unspecified),-2,1.3,-0.2,7
COC(=O)C1=C(C)NC2=C(C(=O)CC(c3cccs3)C2)C1c1cc(OC)c(O)c([N+](=O)[O-])c1 (stereo unspecified),3,0.4,-0.3,13
O=C(Cc1cc(=O)[nH]c(SCc2ccccc2)n1)N1CCc2ccccc21,15,-2.3,0.3,2
Cc1ccccc1NC(=S)NCCCn1ccnc1,16,-1.5,0.0,3
COc1ccc(C(=O)Nc2ccc(S(=O)(=O)NC(C)(C)C)cc2)cc1[N+](=O)[O-],-15,0.2,-0.1,6

Rewritten field by field: four of the compounds above.
> CCOC(=O)c1c(NC(=O)CSc2nnc(CNC(=O)c3ccc(C)c(C)c3)n2-c2ccc(OCC)cc2)sc2c1CCC2
  MITF primary = -10
  GPR151 activ = -0.1
  FBW7 act = 0.0
  TEAD-YAP block = 7
> CCOC(=O)c1c(C)oc2c1cc(NS(=O)(=O)c1ccccc1)c1ccccc12
  MITF primary = 2
  GPR151 activ = 1.3
  FBW7 act = 0.6
  TEAD-YAP block = -2
> COc1ccc(/C(O)=C2\C(=O)C(=O)NC2c2ccccc2)cc1 (stereo unspecified)
  MITF primary = 5
  GPR151 activ = 0.3
  FBW7 act = -0.3
  TEAD-YAP block = -27
> COC(=O)c1ccc(C(=O)OC)c(NC(=O)c2ccccc2Br)c1
  MITF primary = -11
  GPR151 activ = 2.0
  FBW7 act = -0.1
  TEAD-YAP block = 14

(continued)
molecule,MITF primary,GPR151 activ,FBW7 act,TEAD-YAP block
Cc1cc(C)n(-c2n[nH]c(=O)c3ccccc23)n1,-3,-0.7,-0.2,-6
Cc1nc2nc(NCc3ccccc3F)nn2c(C)c1Cl,-10,0.7,0.0,-7
CCCCn1c(CNC(=O)c2cccc(C)c2)nnc1SCC(=O)Nc1sc2c(c1C(=O)OCC)CCC2,-8,-0.8,0.1,-4
CC/C(C)=N\NC(=O)c1sc(=S)n(C)c1C,1,0.8,0.1,-11
COc1cc(NC(=S)NCCCO)cc(OC)c1,1,-0.3,-0.1,5
COC(=O)CNC(c1ccccc1)c1cc(Br)ccc1NC(C)=O (stereo unspecified),-4,-0.1,-0.1,7
COc1cc(C2C(C(=O)OCCOc3ccccc3)=C(C)NC3=C2C(=O)CC(c2ccccc2)C3)cc(Cl)c1O (stereo unspecified),-15,0.1,0.2,18
CC(=O)C1(C)CC2(CC(C)(C)OC2=O)C(=O)O1 (stereo unspecified),11,-2.0,0.5,5
COc1ccc(C(=O)NCc2ccc3ncccc3c2)cc1OC1CCN(C(C)=O)CC1,-4,0.5,0.0,-2
Cc1cc2c(Nc3cccc([N+](=O)[O-])c3)ncnc2s1,-12,1.7,0.0,5
CS(=O)(=O)Nc1ccc(-c2ccnc(Nc3ccc(C(O)(C(F)(F)F)C(F)(F)F)cc3)n2)cc1,-4,1.7,0.2,-14
COc1cc(/C=C2/C(=N)N3C(c4ccccc4)=CSC3=NC2=O)ccc1OCCOc1c(C)cccc1C,0,-1.5,-0.2,4

Remaining list, next part
The line under a structure holds: MITF primary	GPR151 activ	FBW7 act	TEAD-YAP block
O=C(Nc1nnc(-c2ccccc2I)s1)Nc1ccccc1F
  19	-0.1	-0.1	-17
O=C1NC(=O)/C(=C\c2ccc(N3CCOCC3)o2)N1
  15	0.2	0.5	8
CCOC(=O)c1cnc2ccc(OCC)cc2c1NCc1ccc(F)cc1
  1	-0.1	0.7	7
C/C(CC(=O)Nc1ccc(F)cc1)=N\NC(=O)C(=O)Nc1cccc(C)c1
  -5	0.6	0.1	-10
Fc1ccccc1-c1nc(Nc2cccc(Cl)c2)c2ccccc2n1
  6	-0.4	0.2	11
COC(=O)CNC(=O)c1cccc(-c2ccc(OC)cc2)c1
  1	-0.6	0.0	-8
COc1ccc(C)cc1NC(=O)CCN1CCCC1
  -2	0.2	-0.1	4
COC(=O)Nc1sc(C)c(-c2ccccc2)c1C(N)=O
  24	-0.3	0.7	-18
CC(=O)Oc1ccc2ccccc2c1C=O
  11	-1.4	0.7	8
CCOc1cc(-c2nc3sc4c(c3c(=O)[nH]2)CCCC4)ccc1OCCOc1ccc(C)c(C)c1
  5	2.0	0.0	9
O=C(CSc1nc2ccc(I)cc2c(=O)[nH]1)N1CCOCC1
  12	0.8	0.1	4
COc1ccccc1N1CCN(C(=O)CSc2nnc(NC(=O)C3CC3)s2)CC1
  -2	-0.7	0.3	11
COc1ccc(S(=O)(=O)NC2CC(=O)N(c3ccc(Cl)cc3)C2)cc1 (stereo unspecified)
  14	0.7	0.1	7
O=C(NCCc1ccccc1)c1ccc2c(=O)n(CCC3=CCCCC3)c(=S)[nH]c2c1
  -5	2.1	-0.2	-1
COC(=O)CSC1=C(C#N)C(c2ccccc2Cl)C(C#N)C(=O)N1 (stereo unspecified)
  -7	0.8	-0.1	9
O=C(O)C1CCN(C(=O)c2ccccc2Cl)CC1
  13	0.2	0.6	4
CCOC(=O)CC(NC(=O)c1cc(OC)c(OC)c(OC)c1)c1ccc(OC)cc1 (stereo unspecified)
  -8	-0.7	0.1	11
CCOc1ccccc1CNC(=O)[C@H](CC)n1nc(CC)n2c(cc3occc32)c1=O
  15	-0.3	-0.1	5
CC(=O)Oc1cc2oc3ccccc3[nH]c2c2c(=O)c3ccccc3c(=O)c12
  26	-0.3	-0.1	2
NC(=O)c1ccnc(N2CCc3ccccc3C2)c1
  -11	0.1	0.1	-9
Cn1c(Cn2nnc(-c3ccccc3)n2)nnc1SCC(=O)NC(C)(C)C
  5	-1.1	0.2	11
Nc1nonc1-n1nnc(C(=O)NN=C2CCCCC2)c1CN1CCCCC1
  3	0.5	-0.2	10
O=C(NS(=O)(=O)c1ccc2ccccc2c1)C(Cl)Cl
  -16	-0.5	0.2	-4
CS(=O)(=O)c1ccc(N2CCCN(C(=O)Nc3ccccc3C(F)(F)F)CC2)cc1
  -101	2.9	0.1	4
COc1ccc(NC(=O)CCC(=O)c2ccc(F)cc2)c(OC)c1
  13	-0.4	0.2	1
CCOCCCNCc1ccccc1Cl
  22	-0.8	-0.2	7
NC(=O)C(Cc1ccccc1)NC(=O)c1ccc2c(c1)OCO2 (stereo unspecified)
  6	-0.6	-0.1	-2
O=C(CSc1nc2ccsc2c(=O)n1CCc1ccccc1)c1ccc(F)cc1
  6	3.8	-0.1	0
Cc1ccc(NC(=O)[C@H](CCS(C)(=O)=O)N2Cc3ccccc3C2=O)c(C)c1
  -1	-0.5	0.0	2
COc1ccc(CNC(=O)c2ccc(Cn3cc([N+](=O)[O-])cn3)o2)cc1
  15	-0.6	0.0	9

Reprinted at random: 4 entries already listed.
The line under a structure holds: MITF primary	GPR151 activ	FBW7 act	TEAD-YAP block
Cc1ccc(NC(=O)[C@H](CCS(C)(=O)=O)N2Cc3ccccc3C2=O)c(C)c1
  -1	-0.5	0.0	2
O=C(CSc1nc2ccsc2c(=O)n1CCc1ccccc1)c1ccc(F)cc1
  6	3.8	-0.1	0
Nc1nonc1-n1nnc(C(=O)NN=C2CCCCC2)c1CN1CCCCC1
  3	0.5	-0.2	10
Cn1c(Cn2nnc(-c3ccccc3)n2)nnc1SCC(=O)NC(C)(C)C
  5	-1.1	0.2	11

Additional structures follow:
The line under a structure holds: MITF primary	GPR151 activ	FBW7 act	TEAD-YAP block
COC(=O)c1cc(-c2ccc(C(C)C)cc2)n[nH]1
  -13	-1.3	0.1	-64
CCOc1cc(/C=C2/SC(=S)N(C(C)C(=O)O)C2=O)ccc1O (stereo unspecified)
  4	0.7	0.0	21
Cc1ccc(C)c(NC(=O)c2cccs2)c1
  9	-1.4	-0.1	2
CC(/C=N/NC(=O)c1ccccc1)=N/NC(=O)c1ccccc1
  0	-0.1	0.1	-40
CCc1nnc(NC(C)=O)s1
  12	-0.9	0.1	-5
CSc1ccc(CNc2nc(C)c(-c3ccn(C)n3)s2)cc1
  12	0.7	0.0	-7
O=C(c1ccc(-c2ccccc2)cc1)N1CCN2C(=O)[C@@H]3C[C@@H](O)CN3C(=O)[C@H]2C1
  12	-0.1	-0.2	7
CCCCNC(=O)Cn1c(C)nc2sc(C)c(C)c2c1=O
  5	0.2	-0.1	-9
COc1ccc(CCN2C(=O)CC(C(=O)Nc3ccccc3OC)SC2=Nc2ccc(F)cc2)cc1 (stereo unspecified)
  1	0.7	-0.1	6
Cc1ccc(Cn2c(SCc3ccccc3Cl)nc3c2c(=O)[nH]c(=O)n3C)cc1
  -8	0.0	-0.1	0
COc1cccc(CNc2ncc(-c3ccc4c(c3)OCO4)n2C)c1OC
  32	1.0	0.3	3
NC(=O)CSc1nnc(-c2cccc(C(N)=S)c2)o1
  -5	-0.5	-0.2	-3
Cc1cc(C(=O)N(CC2CCCO2)c2nc3c(F)cccc3s2)no1 (stereo unspecified)
  -11	0.3	0.0	-5
N#CCCn1cc(C(=O)NCc2ccccc2)c(-c2cccs2)n1
  -1	0.4	-0.4	-3
Cc1ccc(C(=O)N/C(=C\c2ccc(-c3ccc(Br)cc3)o2)C(=O)N2CCOCC2)cc1
  16	0.1	0.3	-7
CCN1CCCC1CNC(=O)c1c(CC2CCCC2)n(C)c(C)cc1=O (stereo unspecified)
  -5	0.4	0.2	4
O=C(CSc1nc(NC2CCCCC2)c2ccccc2n1)NC1CCCCC1
  58*	2.6	-0.1	8
C/C=C/Cn1c(SCC(O)CO)nc2c1c(=O)[nH]c(=O)n2C (stereo unspecified)
  -3	0.2	-0.2	10
COC(=O)c1c(NC(=O)CCCOc2ccc(Cl)cc2)sc2c1CCC(C)C2 (stereo unspecified)
  8	0.1	0.6	6
Fc1ccc(CCn2c(C3COc4ccccc4O3)nc3ncc(-c4ccncc4)cc32)cc1 (stereo unspecified)
  2	1.6	0.1	51*
COc1cccc(C(c2c(C)[nH][nH]c2=O)c2c(C)[nH][nH]c2=O)c1OC
  18	0.6	-0.6	3
Cc1ccc(C(C)CCN2CCN(CCOCCO)CC2)o1 (stereo unspecified)
  7	0.5	0.0	3
CSc1ccc2nc(NC(=O)c3ccccc3)sc2c1
  -3	-4.1	0.2	-31
CCOC(=O)c1nnn(-c2nonc2N)c1CSc1nnc(N)s1
  -3	-0.5	0.0	-6
Cc1c(CN2CCC(Oc3ccc(C(=O)N4CCCCC4)cc3)CC2)cnn1C
  6	1.6	-0.1	9
COc1ccccc1OCCNC(=O)/C=C/c1ccc([N+](=O)[O-])cc1
  16	-0.8	-0.1	10
Cc1nc2sccn2c1-c1nc(-c2ccc3c(c2)NC(=O)CO3)cs1
  19	2.1	0.0	-2

Screening data deposited in PubChem BioAssay by The Scripps Research Institute Molecular Screening Center.
